# Autophagy mod: autophagy modulation, high-content screen; AID 463193; hit rate 0.98% among 190,000; calls only at 10 µM (by protocol); MEF GFP-LC3 puncta imaging; test concentration mostly 10 µM;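 active = percentage of spot-positive cells more than 3 SD above its plate mean, without a fluorescence outlier flag or 80% toxicity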;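 also: spot-positive cell cutoff set from DMSO-treated cells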
# T cell HTS: modulates CD8 T cell binding to vesicles. calls only at 7 µM. 2C CD8+ T cell-vesicle binding, flow cytometry; active compounds read low. hit rate 0.068% among 330,000;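 active = response, share of CD8 T cells binding vesicles, and their 90th percentile fluorescence all below set limits, cut at about 80% in these data, passing the limit was not always enough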
#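 Read-out – percent CD8+ FL2 mean versus row control · System – murine 2C transgenic CD8+ T lymphocytes · Times – 1.5 h cell–vesicle binding at 37 °C, then 20 min icy labelling · Control set – naked vesicles low, QL9 vesicles with vehicle high · Detection – cytometric PE anti-B7-1 and Alexa647 anti-CD8 signals after 1% paraformaldehyde fixation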
# TNAP activators: stimulation of alkaline phosphatase TNAP activity – biochemical, luminescent, no phosphate acceptor, uHTS, primary screen (AID 1001); purified TNAP, luminescent activation assay, no phosphate acceptor; higher activation fold means a stronger effect; one-dose activation fold at 20 µM; EC50 in µM for titrated hits; hit rate 0.03% among 200,000; in the data active = activation fold from about 3, or a potency from the dose series; inactive = the rest, 99 in 100 with activation fold below about 1.6; also: many of its hits are not listed in these tables
# PMI inhibitors: MPI enzyme activity inhibition – biochemical, fluorescence intensity, coupled assay, primary screen (AID 1209); purified PMI enzyme, coupled fluorescence intensity; higher % means a stronger effect; inhibition, % at 20 µM, or IC50 in µM where a hit was titrated; hit rate 0.42% among 190,000;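 also: plate controls were DMSO vehicle for no effect and wells lacking substrate for full effect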
# human PMI inhibitors: MPI inhibition at elevated mannose 6-phosphate – biochemical, fluorescence intensity, high mannose 6-phosphate, primary screen (AID 1220) | recombinant PMI enzyme, coupled fluorescence intensity; higher % means a stronger effect | one-dose inhibition, % at 20 µM; IC50 in µM for titrated hits | hit rate 0.66% among 190,000
# MT stabilizer: microtubule stabilization, imaging screen; HeLa tubulin immunostaining HCS, 24 h; share of cells brighter than vehicle mean+2SD; % tubulin-high responders, % at 10 µM; hit rate 0.83% among 200,000; AID 2205;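 active = plate Z-score above 3 for both tubulin-high and condensed-nucleus cell shares, with cell loss under 80%, at 10 µM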;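 also: anti alpha tubulin signal scored within the nucleus-defined area of each cell; some results filed as inactive read as strong as hits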
# Lipid droplet: hepatic lipid droplet formation modulation | AML12 mouse hepatocytes, oleate lipid droplets, BODIPY imaging | inhibition, % at 6.5 µM | hit rate 0.4% among 240,000 | AID 1656;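 active = lipid droplet intensity inhibited by at least 50%, with more than 500 cells counted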
#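 Material – mouse AML12 hepatocyte cell line, fixed after treatment · Compound dosing – one dose, 6.5 µM compound · Times – compound with oleate, overnight · Measured by – Image-based BODIPY and DAPI two-channel analysis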
# b-catenin transl: alters nuclear translocation of beta-catenin in HeLa cells; immunofluorescence imaging; nuclear translocation activity, % at 5 µM; hit rate 0.3% among 190,000; AID 1665;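 active = nuclear translocation activity above 50% at 5 µM, with a well cell count of 50 or more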;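 also: per-cell ratio of nuclear to cytoplasmic median beta-catenin stain intensity; plate controls were DMSO negative control for no effect and GSK-3 inhibitor IX positive control for full effect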
#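 Technique: fluorescence imaging of beta-catenin antibody stain plus DAPI / Material: human HeLa cell line / Incubation: compound treatment 24 h, 37°C, 5% CO2 / Read-out basis: % activation of per-cell nuclear versus cytoplasmic median beta-catenin signal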
# Ins promoter up: MIN6 insulin promoter up-regulation; MIN6 insulin promoter-GFP reporter, high-content imaging; active compounds read high; z-score at 5 µM; hit rate 0.3% among 190,000; AID 1625;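 active = z-score above 3 at 5 µM with at least 500 cells counted in the well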
# Ins promoter up cell count: recorded beside Ins promoter up, whose call it bears; cell count; measured here: cytotoxicity, nuclei count;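 total cells summed across four imaged fields per well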
# Lipid droplet cells 6.5 µM: further read-out of Lipid droplet, marked with its call; cell count; measured here: cell count, cytotoxicity flag;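 cells counted across two imaged fields per well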
# b-catenin transl cell count 5 µM: also measured in b-catenin transl; calls as there; cell count; measured here: cell count, cytotoxicity flag
# T cell HTS vesicle-bound %: further read-out of T cell HTS, marked with its call; double positive events, %; measured here: CD8+ vesicle-bound cell fraction;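 binding gate set so that unloaded-vesicle control wells show 10% double positive cells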
# MT stabilizer Hoechst-high %: recorded beside MT stabilizer, whose call it bears; % Hoechst-high responders; measured here: nuclear condensation Hoechst responders;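 share of cells brighter than vehicle mean plus two SD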
# MT stabilizer cytotoxicity %: recorded beside MT stabilizer, whose call it bears; toxicity, %; measured here: cytotoxicity by cell density;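 0% = mean cell density of plate MIN control wells and 100% = no cells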
# Autophagy mod cell loss 18 h: also measured in Autophagy mod; calls as there; toxicity, %; measured here: cell loss, nuclei count;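 cell loss after 18 h compound exposure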
# The depositor's hits bear a star; i = inactive; x = not tested or not shown; + = active, no number. Rule as the data show it, unless noted: active = inhibition above about 50%; inactive = the rest.
SMILES,Autophagy mod,Autophagy mod cell loss 18 h,T cell HTS,T cell HTS vesicle-bound %,TNAP activators,PMI inhibitors,human PMI inhibitors,MT stabilizer,MT stabilizer Hoechst-high %,MT stabilizer cytotoxicity %,Lipid droplet,Lipid droplet cells 6.5 µM,b-catenin transl,b-catenin transl cell count 5 µM,Ins promoter up,Ins promoter up cell count
NC(=O)C1(N2CCCCC2)CCN(C(=O)Nc2ccccc2C(F)(F)F)CC1,i,4,i,38,1,-8%,-11%,3.6,1.8,4.5,0,720,-1.0,1077,0.12,1137
CCC(=O)N1CCc2cc(S(=O)(=O)CCC(=O)NCCc3ccccc3)ccc21,i,-7,i,18,1,-12%,-14%,0.5,1.4,1.3,-2,822,x,x,0.75,878
CCN1CCN(C(=S)Nc2cc(C(=O)OC)ccc2C(=O)OC)CC1,i,2,i,19,1.1,-8%,-3%,1.5,1.4,2.6,0,704,-0.1,1094,x,x
CCn1c(SCC(=O)N2CCN(c3ccccc3)CC2)nnc1-c1ccoc1C,i,3,i,33,1.1,1%,5%,4.8,2.1,11,x,x,-2.2,1139,0.38,1001
Cc1cc2cc(C#N)c(N3CCN(S(C)(=O)=O)CC3)nc2cc1C,i,8,i,53,0.9,-3%,-3%,2.6,4.5,5.0,14,612,0.7,968,-0.22,1118
COc1ccc(CN2C(=O)c3ccccc3C2=O)cc1C(=O)OC(C)C(=O)NC(N)=O (stereo not given),i,-13,i,30,1.1,13%,20%,4.0,1.9,8.8,6,746,x,x,0.58,1402
S=C(NCc1ccncc1)NC1CCCCC1,i,-14,i,70,1.1,9%,8%,1.5,1.8,5.3,-4,672,-0.4,984,0.57,1540
Cc1nn(CCOc2ccccc2)c(=O)n1-c1c(F)cccc1F,i,3,i,54,1.1,8%,11%,2.0,2.7,11,1,567,-0.5,1082,0.02,1741
COC(=O)C1=NNC(C(=O)c2ccco2)C1c1ccc(OC)cc1 (stereo not given),i,-13,i,24,1.1,6%,13%,2.3,1.4,8.1,-7,662,-3.0,1089,0.2,1565
Cc1cccc(NC(=O)CSc2nc3c(oc4ccccc43)c(=O)n2-c2ccccc2)c1,i,5,i,32,1.2,11%,19%,3.2,2.5,9.3,-9,539,0.8,1176,-0.56,1257
COc1cc(/C=N/Nc2ccccc2[N+](=O)[O-])cc(OC)c1O,i,-4,i,25,0.8,-8%,10%,2.6,2.3,4.8,3,695,-1.3,956,x,x
CC1=CCC(C(=O)O)C(C(=O)O)C1 (stereo not given),i,-11,i,20,1.2,0%,-6%,5.7,2.3,5.8,x,x,x,x,0.81,1497
O=C(Nc1ccc(Cc2ccncc2)cc1)c1ccco1,i,-40,i,33,1.1,-3%,-1%,4.6,3.1,8.1,x,x,-6.5,977,-0.23,1251
C[C@@H](C(=O)N1CCN(C(=O)OC(C)(C)C)CC1)n1cc(CCCN=C(NC(=O)OC(C)(C)C)NC(=O)OC(C)(C)C)nn1,i,13,i,26,1.1,2%,-8%,5.8,1.0,9.2,14,736,0.4,1236,1.2,1361
CCOC(=O)c1cnn(-c2ncnc3sc(C)c(C)c23)c1N,i,-2,i,29,1.2,-4%,-6%,3.2,3.5,11,x,x,-4.0,961,0.11,1286
COc1cccc(NC(=O)C2CC2(c2cccc(OC)c2)c2cccc(OC)c2)c1 (stereo not given),i,-10,i,39,1.8,21%,10%,2.9,1.8,10,42,623,0.9,1115,-0.09,1202
O=C(CN1C(=O)CSC1=O)NCc1ccccc1,i,1,i,16,1.1,-4%,-8%,6.2,3.8,4.6,x,x,-3.2,997,0.23,1669
c1ccc(-c2ccc(-c3nc(-c4cccnc4)no3)cc2)cc1,i,-5,i,49,1.1,11%,6%,3.1,2.1,3.2,x,x,3.7,1132,-0.73,956
O=C(c1cc(-c2ccncc2)nc2ccc(Cl)cc12)N1CCN(C(=O)C2CCCO2)CC1 (stereo not given),i,26,i,8,0.9,11%,13%,3.3,2.0,6.2,6,570,1.6,1009,-0.09,1703
CCOc1cc(S(=O)(=O)N2CCC(C(N)=O)CC2)ccc1F,i,-11,x,x,1.1,1%,-5%,1.7,0.9,6.5,10,795,-2.6,1276,x,x
O=C(NN1CCOCC1)NC12CC3CC(CC(C3)C1)C2,x,x,i,12,x,x,x,x,x,x,2,607,0.7,1318,-0.24,1106
CC(C)(C)NC(=O)C(c1ccncc1)N(Cc1cccs1)C(=O)Cn1nnc(-c2ccc(F)cc2)n1 (stereo not given),i,28,i,57,1.1,12%,14%,3.7,0.8,2.9,0,651,-1.8,1143,-1.1,608
CCOC(=O)Cn1c(CN2CCc3ccccc3C2)nc2c1c(=O)n(C)c(=O)n2C,i,-12,i,39,1,6%,7%,1.8,2.1,2.9,-13,681,-0.3,976,-0.27,1574
CCOc1cc(CNCc2ccncc2)cc(Br)c1OCc1ccc(F)cc1,i,15,i,52,1,12%,5%,2.9,1.5,5.9,-33,583,1.6,1055,0.67,1921
O=C(O)CCC(=O)Nc1sc2c(c1C(=O)Nc1cccc3ccccc13)CCCCC2,i,14,i,31,1.1,-27%,-45%,4.2,2.3,0.5,-1,684,x,x,0.02,1205
# (cont.)
SMILES,Autophagy mod,Autophagy mod cell loss 18 h,T cell HTS,T cell HTS vesicle-bound %,TNAP activators,PMI inhibitors,human PMI inhibitors,MT stabilizer,MT stabilizer Hoechst-high %,MT stabilizer cytotoxicity %,Lipid droplet,Lipid droplet cells 6.5 µM,b-catenin transl,b-catenin transl cell count 5 µM,Ins promoter up,Ins promoter up cell count
Cc1nn(-c2ccccc2)c(C)c1C(=O)NCc1ccc(F)cc1,i,0,i,7,1.1,11%,-12%,4.1,3.6,9.6,2,680,-1.6,966,x,x
CCOc1ccccc1NC(=O)NC1CC2CCCC(C1)N2Cc1nnnn1CCc1ccccc1 (stereo not given),i,11,i,29,1.4,26%,18%,3.3,2.4,9.6,-9,757,-3.5,1170,0.28,1149
CC(C)c1nc(CNC(=O)c2cc(COc3c(F)cccc3F)on2)cs1,i,-2,i,56,1.1,6%,-6%,3.5,3.3,6.9,-14,655,2.5,1078,0.15,1372
O=C(Cn1cnc([N+](=O)[O-])n1)N/N=C/c1cc(Cl)ccc1O,i,9,i,43,1.7,-4%,-20%,3.3,1.7,29,14,644,0.6,1132,-0.61,1140
O=C(O)c1ccccc1C(=O)NNc1ccc(Cl)cc1Cl,i,12,i,61,1.1,-69%,-168%,1.7,2.3,4.2,3,663,-1.1,1006,0.04,1602
CCOC(=O)c1c(NC(=S)NCc2ccccc2)sc2c1CCN(C(=O)OCC)C2,x,x,i,10,x,x,x,x,x,x,-49,693,0.1,1316,-0.26,1011
COc1cc2c(cc1OC)C1(C)N(CC2)C(C(C)=O)=NN1c1ccc(Cl)cc1 (stereo not given),x,x,i,29,x,x,x,x,x,x,-16,769,-1.0,1278,0.98,1126
Cc1ccc(CN2CCCNC2=O)cc1,i,-3,i,45,1.1,5%,-2%,2.8,2.2,7.6,6,736,x,x,x,x
Cc1ccc(N2CC(C(=O)Nc3nccs3)CC2=O)cc1Cl (stereo not given),+,43*,i,30,1.2,3%,-2%,1.3,1.9,9.2,10,736,-14,1260,x,x
N#C/C(=C\c1ccc(-c2ccccc2[N+](=O)[O-])o1)C(=O)N1CCOCC1,i,47,i,38,1,7%,46%,3.8,2.2,9.4,-4,728,4.3,1075,-0.67,1247
COc1ccc(NC(=O)COC(=O)CCNS(=O)(=O)c2ccccc2)cc1OC,i,-9,i,21,1.1,-14%,-4%,5.4,3.2,6.7,8,707,-2.8,1055,0.13,1361
O=C(CCC(=O)Nc1ccc(Cl)cc1Cl)N/N=C/c1ccc([N+](=O)[O-])o1,i,5,i,63,1.1,-12%,27%,3.3,4.0,7.9,8,694,-4.3,1050,-0.95,1356
Cn1ccnc1C(=O)c1cc(SCC(=O)N2CCOCC2)nc2ccccc12,i,13,i,56,1.1,-10%,4%,4.5,3.7,6.7,4,689,6.2,952,0.31,1144
CC(=O)c1cccc(N(CC(=O)Nc2ccc(F)cc2F)S(C)(=O)=O)c1,i,-13,i,10,1.1,18%,7%,2.2,2.5,6.8,-17,749,-7.9,1243,0.05,1320
O=C(NC(=S)NN1CCCCC1c1cccnc1)c1ccc(Br)cc1 (stereo not given),x,x,i,15,x,x,x,x,x,x,5,678,-3.6,1226,-0.79,1475
O=C(Oc1cccc2ccccc12)c1ccncc1,i,21,i,22,1.1,5%,12%,5.9,1.7,5.8,-6,758,-0.4,1100,x,x
c1ccc2c(SCc3cn4cccnc4n3)ncnc2c1,i,3,i,49,1,-2%,-5%,3.6,1.8,10,1,781,-2.4,1170,0.74,1121

# Source: PubChem BioAssay
